# aSyn UTR inh = 5' untranslated region of α-synuclein, MLPCN primary screen | hit rate 0.82% among 300,000 | alpha-synuclein 5'UTR reporter, inhibitor activity | AID 1813 | inhibition, % (tested at 7.5 µM); in the data active = inhibition above about 60%; inconclusive = no clear call, values can overlap the other calls;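 also: H4 neuroglioblastoma cells stably carrying SNCA 5'UTR luciferase fusion; 0% = DMSO wells and 100% = positive control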
# HSP90 refold inh = blocks HSP90-mediated luciferase refolding in reticulocyte lysate; inhibition, % at 5.6 µM; hit rate 0.91% among 290,000; Rabbit reticulocyte lysate, luciferase refolding luminescence, 3 h;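 active = inhibition above the screen-wide mean plus 3 SD, computed separately per campaign, cut at about 16% in these data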;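 also: 0% = DMSO wells and 100% = 60 µM geldanamycin wells; inhibitors lower the luminescence because luciferase stays unfolded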
# KLF5 inhibitor = inhibitors of KLF5 expression; DLD-1 KLF5 promoter-luciferase reporter, luminescence; inhibition, % at 5 µM; hit rate 0.23% among 290,000; AID 1700;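 active = inhibition above a per-plate limit of that plate's mean compound inhibition plus 3 SD, cut at about 60% in these data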;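 also: 0% = DMSO wells and 100% = LY294002 at 200 µM; higher means less KLF5 promoter-driven luciferase light; inactives centre near -14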
# SKKanGAS inh = inhibitors of SKKanGAS S. pyogenes growth in kanamycin (SK-promoter or general growth effect); BacTiter-Glo, 6 h; inhibition, % at 7.5 µM; hit rate 1.3% among 300,000;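 active = mean replicate score, as percent of positive control median, at least 50; inconclusive = mean below 50 but one replicate at or above 50; inactive = mean and every replicate below 50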;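 also: strain carries kanamycin resistance gene driven by streptokinase promoter and grows in 40 µg/ml kanamycin; loss of luminescence reflects streptokinase promoter inhibition or plain growth inhibition; 0% = median of DMSO wells and 100% = positive control at its reference dose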
# HSF1 inhib = HSF1 inhibition | NIH3T3-HGL HSE-luciferase, MG132-induced, luminescence 8 h; stronger effect = lower value | activity change, negative = inhibition, % at 7.5 µM (by protocol) | hit rate 0.77% among 300,000;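 active = more than half of replicate wells show activity change below -50%, luminescence cut by over half; inconclusive = some wells, but at most half, below -50%; inactive = no replicate well below -50%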;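 also: luciferase reports HSF-1 transcriptional activity via heat shock element; 0% = median of DMSO wells and -100% = zero luminescence signal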
# AI-2 QS mod = Vibrio harveyi AI-2 quorum sensing modulation | hit rate 0.4% among 300,000 | AID 2094 | activity change, % at 7.5 µM | Vibrio harveyi JMH597 AI-2 luminescence/OD600 ratio, 9 h; stronger effect = lower value; strain lacks LuxN and CqsS sensors; 0 = neutral-control median; in the data active = activity change below about -75%, passing the limit was not always enough; inconclusive = no clear call, values can overlap the other calls;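 also: luminescence divided by OD600 gain over 9 h not by final OD600 alone; inactives centre near 13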
# IEC-6 cytotox = counter-screen for KLF5 inhibitors: cytotoxicity in IEC-6 cells. IEC-6 cytotoxicity, luminescence viability. inhibition, % at 5 µM. hit rate 0.78% among 290,000. AID 1825; in the data active = inhibition above about 22%;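 also: 0% = plate median of test compound wells and 100% = cytotoxic reference compound wells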
# Platelet DG rel = platelet dense granule release activity | inhibition, %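 (compounds screened at 7.5 µM in platelet-rich plasma)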 | human platelet-rich plasma, SFLLRN dense granule ATP release, luminescence | hit rate 0.22% among 300,000 | AID 1663;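 active = mean replicate score, as percent of positive control, at or above 50; inconclusive = mean below 50 but at least one replicate at or above 50; inactive = mean and every replicate below 50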
# HIF act = HIF pathway transcriptional activation | activation, % at 7.5 µM (by protocol) | AID 1910 | hit rate 0.32% among 300,000 | U2OS HRE-luciferase reporter, luminescence; normalized: DMSO 0%, desferrioxamine 100%;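 active = mean activation of at least 10% of the iron chelator positive control signal, with at least half of replicates also reaching 10%; inconclusive = mean and replicate majority disagree about reaching 10%; inactive = mean and most replicates under 10%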
# HSF1 activator = increases HSF-1 driven luciferase reporter signal; hit rate 1.7% among 300,000; activation, % at 9 µM; NIH3T3-HGL HSF-1 luciferase reporter, MG132, 8 h; 100% = twice DMSO control signal; AID 504408;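 active = mean replicate activation of at least 50% with a set share of replicates each reaching 50%; inconclusive = only one of those two conditions met; inactive = mean below 50% and too few replicates reaching it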;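 also: 0% = median of the neutral control wells and 100% = twice that signal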
# The depositor's hits bear a star; ? = inconclusive; nt = not tested or not shown.
SMILES,aSyn UTR inh,HSP90 refold inh,KLF5 inhibitor,SKKanGAS inh,HSF1 inhib,AI-2 QS mod,IEC-6 cytotox,Platelet DG rel,HIF act,HSF1 activator
Cc1cc(C(=O)COC(=O)c2ccc(CO)cc2)c(C)n1CC1COc2ccccc2O1 (centres undefined),13,-1,-13,13,1,4,-12,-1,0.1,4
COc1cc(/C=N/N2CCN(Cc3ccc(C)cc3)CC2)cc(OC)c1O,-2,-9,-41,-2,-1,2,-6,3,-2.6,-4
Cc1cc(NC(=O)c2ccc(-c3ccccc3F)o2)no1,-125,-3,-72,-11,6,17,-6,-2,4.5,27
Cc1ccccc1NC(=O)CSc1nc2ncc(Cl)cc2[nH]1,17,3,19,-2,6,12,10,2,-0.1,18
COC(=O)c1scc(S(=O)(=O)c2ccccc2)c1N,13,2,-3,-1,-1,15,-2,-5,0.3,-14
Cc1cccc(C(=O)Nc2oc(-c3ccccc3)cc2C#N)c1,-15,2,-26,5,-5,-2,-1,12,0.1,-16
C=CCc1cc(Cl)ccc1OCCOCCN(C)C,2,-2,-12,4,0,24,6,7,-0.1,-3
COc1cccc(OCC(O)CN(CCO)Cc2ccccc2)c1 (centres undefined),-19,1,8,-5,13,30,-2,-17,0.0,28
O=C(Nc1ccc(NC(=O)c2ccco2)nc1)c1ccco1,1,14,-60,1,15,-9,-8,15,-3.9,3
CC(CN1CCOCC1)OC(=O)c1ccccc1Br (centres undefined),0,2,-12,-6,5,11,3,-3,0.5,-5
CCc1c(C)nc2cc(-c3cc(OC)cc(OC)c3)nn2c1N1CCN(CCN2CCOCC2)CC1,5,-1,-6,9,-2,9,3,31,0.3,7
CCCCn1c(N)c(N(CC(C)C)C(=O)C2CC(=O)N(c3ccccc3C(C)CC)C2)c(=O)[nH]c1=O (centres undefined),-3,nt,nt,-4,5,28,nt,-5,0.1,-24
O=C(NCc1ccc(/C=N\NC(=O)C(=O)Nc2ccccc2Br)o1)C(=O)Nc1ccccc1,-48,4,-7,2,5,14,-2,2,-2.6,22
CCOc1ccc(N(CC(=O)Nc2nccs2)S(=O)(=O)c2c(C)[nH]c(=O)[nH]c2=O)cc1,22,-3,-10,0,-3,29,-7,-18,-2.8,-4
COc1cc(/C=C2/SC(=O)NC2=O)ccc1Oc1ccc([N+](=O)[O-])cc1[N+](=O)[O-],-36,-2,-21,19,nt,49,4,-2,nt,nt
CCS(=O)(=O)N1Cc2ccccc2CC1C(=O)Nc1cc(S(C)(=O)=O)ccc1Cl (centres undefined),-12,-5,-8,0,-13,11,2,13,0.4,-7
CCC(C)C(NC(=O)c1ccccc1NC(=O)c1ccccc1)C(=O)O (centres undefined),10,2,-40,-4,-3,30,-2,4,0.3,-6
CCOc1ccc(NC(=O)Nc2cc(C(=O)O)ccc2N2CC3CC(C2)c2cccc(=O)n2C3)cc1 (centres undefined),-16,-3,-20,3,-12,14,4,-9,-0.5,4
O=C(Cc1ccc(F)cc1)N/N=C/c1ccncc1,-3,2,-29,10,-5,-40,2,8,-0.3,8
C=CCN1C=C2C(=O)C(C)(OC(=O)c3cnc4ccccc4n3)C(=O)C=C2C=C1/C=C/COC (centres undefined),-1,nt,nt,2,-2,8,nt,-1,-0.4,4
COc1ccc(NC(=O)C(CC(C)C)NS(=O)(=O)c2ccc3c(c2)CCN3C(C)=O)cc1OC (centres undefined),-8,-1,-53,7,4,5,-6,0,0.0,2
Cc1cc2c(cc(C(=O)O)n2C)s1,24,4,-13,-9,-4,43,4,17,-0.2,7
Cc1cccc(OCC(=O)NCC(=O)N/N=C/c2ccc([N+](=O)[O-])cc2)c1,3,-1,3,1,4,8,1,-4,0.3,-7
COc1ccc(-c2ccccc2NC(=O)C2CCCN(Cc3ccc(C)o3)C2)cc1 (centres undefined),-6,3,-6,-1,7,14,-7,0,-0.5,11
CCOC(=O)Cc1csc(NC(=O)c2sc3nc4c(C)cc(C)cc4cc3c2N)n1,-94,1,-25,47,-1,41,3,-1,0.0,-1

# (list continues)
SMILES,aSyn UTR inh,HSP90 refold inh,KLF5 inhibitor,SKKanGAS inh,HSF1 inhib,AI-2 QS mod,IEC-6 cytotox,Platelet DG rel,HIF act,HSF1 activator
CCN1C(=O)[C@H]2[C@@H](c3ccc(-c4ccc(C(C)=O)cc4)c(OC)c3)N[C@@](Cc3ccccc3)(C(=O)OC)[C@H]2C1=O,4,nt,nt,13,-5,31,nt,4,-0.3,2
CC(C(=O)NC1CCCC1)N(C(=O)Cn1nnc(-c2ccc(F)cc2)n1)c1ccccc1F (centres undefined),8,2,19,-1,1,6,0,-4,-10,6
CCOC(=O)C1=C(C)NC2=C(C(=O)C(C(=O)OCC)C(c3ccco3)C2)C1c1ccccn1 (centres undefined),14,2,23,9,-2,7,7,2,-0.1,-5
Cc1ccc(NC(=S)Nc2cccc(S(=O)(=O)Nc3c(C)n(C)n(-c4ccccc4)c3=O)c2)cc1,-49,-3,-4,1,-2,6,-3,0,2.2,-11
COc1ccccc1CC(NC(C)=O)C(=O)NC1CCN(C(=O)c2cccc(Cl)c2)CC1 (centres undefined),8,-2,-29,-1,-3,21,-4,3,0.4,-9
Cc1ccn2c(=O)c(C(=O)NC3CCCCC3C)c(O)nc2c1 (centres undefined),3,nt,nt,6,-8,61,nt,-6,-0.1,4
Cc1nnc(SCC(=O)N2CCCCC2)s1,-33,6,-22,-2,1,41,0,-1,0.4,4
Cc1nnc(NC(=O)CCS(=O)(=O)c2ccccc2)s1,-27,2,-4,2,-6,49,0,-3,0.8,-25
CC1CCCCC1NC(=O)c1cc2ccccc2o1 (centres undefined),-54,-1,-40,1,-1,9,8,12,0.8,17
CN(C)S(=O)(=O)N1CCN(c2ccccc2)CC1,15,6,-7,0,-7,15,0,7,-0.2,-18
CCOC(=O)CN1CC23C=CC(O2)C(C(=O)Nc2ccc(F)c(C)c2)C3C1=O (centres undefined),13,5,-48,-3,-14,-1,7,1,0.0,-9
Cc1sc2ncn(CC(=O)NCCN(C)C)c(=O)c2c1S(=O)(=O)N1CCC(C)CC1,1,2,-18,4,2,9,2,7,-0.2,-6
CC#CCN1c2ccccc2[C@]23C[C@@H](C(=O)OC)N(C(C)=O)C2=NC(C(=O)OC)=C(C(=O)OC)[C@H]13,-6,nt,nt,-3,4,12,nt,2,0.0,6
CCCCC(C(=O)O)C(C)CC(=O)Nc1nncs1 (centres undefined),17,-3,-6,2,2,16,-4,-4,0.0,-4
COc1ccc(CCNC(=O)c2noc3c2CCCC3)cc1OC,-41,3,-14,7,1,4,-5,8,0.3,10
Cn1cc(CN(Cc2ccccc2)C[C@@H]2CCC(=O)N2)c(-c2ccccc2F)n1,10,2,2,4,-4,15,-4,10,0.1,4
Cc1cc(C)n2nc(SCC(=O)NC(=O)NCc3ccco3)nc2n1,3,1,-14,-10,8,0,0,-3,-0.3,-1
CC(=O)N1CCC(N(CCN2CCOCC2)C(=S)Nc2ccc(C)cc2)CC1,-6,0,-16,-5,5,5,-1,5,0.8,-14
Cc1nnsc1-c1onc(C)c1C(=O)O/N=C/c1ccc(Cl)cc1,-3,0,-11,-8,-4,5,2,6,0.0,-9
N#Cc1c(F)cccc1N1CCN(Cc2ccc3c(c2)OCO3)CC1,14,0,-41,12,-3,6,-7,-2,0.1,-10
COc1ccc(NC(=O)/C=C/c2ccccc2)c([N+](=O)[O-])c1,-176,-2,-127,2,13,9,4,-3,3.9,15
COCCNC(=O)CN(c1ccc(C)cc1)S(=O)(=O)c1ccccc1,34,-1,-53,-7,nt,24,-3,-5,-0.4,nt
Cc1cccc(C)c1NC(=O)c1ccc(-n2cnnn2)cc1,40,6,-16,-1,-9,13,0,-5,0.7,-2
COC(=O)c1ccccc1S(=O)(=O)N(CCCO)Cc1cc2c(C)ccc(C)c2[nH]c1=O,0,-1,-22,2,-3,22,-3,-2,0.5,-3
CC(C)c1ccc(NC(=O)C2CC3CCC2C3)cc1 (centres undefined),-197,2,-179,9,27,-47,6,-13,6.0,40

# Additional entries
SMILES,aSyn UTR inh,HSP90 refold inh,KLF5 inhibitor,SKKanGAS inh,HSF1 inhib,AI-2 QS mod,IEC-6 cytotox,Platelet DG rel,HIF act,HSF1 activator
CCC(=O)OCCNc1nc(-c2ccccc2)nc2ccccc12,-25,2,-30,-1,-1,17,-4,-3,0.1,4
COc1ccc2sc3c(=O)[nH]c4ccccc4c3c2c1,63*,1,-13,2,-7,4,8,6,0.3,9
CC(C)Cc1nnc(NC(=O)CCC(=O)N2CCN(c3ccccc3F)CC2)s1,26,0,-14,-2,4,8,-4,24,0.1,7
CCN(CC)S(=O)(=O)c1cc(NC(=O)C(CC(C)C)NC(N)=O)ccc1C (centres undefined),-2,-1,-31,-8,-2,21,-2,2,-0.8,-1
Cc1cccc(C)c1NC(=S)NCCSc1ccc(Cl)cc1,-6,3,-14,45,2,-6,-3,-5,-0.7,-3
COc1ccc([N+](=O)[O-])cc1NC(=O)Cc1noc2ccccc12,4,1,-16,19,2,5,4,1,1.0,?
COCCOCCn1c(/C=C/c2ccccc2)nc2ccccc21,-97,1,-84,-1,32,10,0,18,1.2,60*
O=C(NC(=S)Nc1cccc2[nH]ncc12)c1ccccc1,-176,-1,-42,1,10,13,-8,2,5.8,40
Cc1nnc(SCC(=O)Nc2ncc(S(=O)(=O)c3ccc([N+](=O)[O-])cc3)s2)s1,-25,3,-3,1,1,12,-8,8,-0.8,-4
Cc1ccc(C)c2nc(N3CCCC3)c(C#N)cc12,6,1,-6,7,8,nt,4,1,0.3,-13
C=CCN1c2ccccc2[C@]23C[C@@H](C(=O)OC)N(C(=O)CC(C)C)C2=NC(C(=O)OC)=C(C(=O)OC)[C@H]13,12,nt,nt,4,-1,25,nt,-1,-2.7,-4
COC(=O)C1=C(N)Oc2cc(C)oc(=O)c2C1c1cccnc1 (centres undefined),3,5,-28,-2,-2,18,7,1,0.1,-2
FC(F)(F)c1nc(N2CCCC2)ncc1-c1nnnn1-c1ccc(Cl)cc1,4,0,-18,7,16,22,8,11,-0.2,36
CCOC(=O)c1c(NC(=O)CSc2ccccc2C(=O)O)sc(C)c1C,6,1,-7,17,-21,-1,-4,-1,0.4,-35
O=C1c2oc3ccccc3c(=O)c2C(c2cccnc2)N1Cc1ccco1 (centres undefined),-1,5,-20,-5,-3,19,-3,3,1.0,21
O=S(=O)(Nc1cccnc1)c1ccc(F)cc1,6,2,-13,-2,-4,0,-3,4,0.3,1
COc1cc(C2NC(=O)NC(c3ccccc3)=C2C(C)=O)ccc1OCC#N (centres undefined),19,-1,-6,-8,-7,21,-1,-7,-0.3,5
O=C(NCc1ccc(Cl)cc1)c1ccc(Cn2cc(C(F)(F)F)ccc2=O)cc1,6,1,3,-3,-17,11,-3,14,-0.3,-30
Cc1cccc(NC(=S)NNC(=O)c2ccc3c(c2)OCO3)c1,-211,-3,-114,5,15,20,6,-2,3.0,19
